PglD DTNB: C. jejuni PglD acetyltransferase inhibitors, primary screen, biochemical, DTNB colorimetric, single point. AID 602405, 2012. inhibition, % at 12.5 µM. 360,000 tested, 0.098% active. purified PglD enzyme, DTNB colorimetric CoA detection. UDP-N-acetylbacillosamine N-acetyltransferase PglD (Campylobacter jejuni); in the data active = inhibition above about 16%, passing the limit was not always enough; also: strong numbers were not always called active
ERAP1 HTS inh: human ERAP1 aminopeptidase inhibitors, primary screen, biochemical, single point, plate reader; Endoplasmic reticulum aminopeptidase 1 (Homo sapiens), Q9NZ08; recombinant ERAP1, Leu-AMC fluorescence, 60 min; inhibition, % at 10.7 µM; 340,000 tested, 0.15% active; AID 652197, 2013;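 active = mean replicate inhibition of at least 30%, or all replicates individually reaching that 30% level; inactive = mean below 30% and not every replicate reaching it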;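 also: 0% = neutral control wells and 100% = L-leucinethiol positive control wells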
Target sequence (Q9NZ08 whole entry, looked up): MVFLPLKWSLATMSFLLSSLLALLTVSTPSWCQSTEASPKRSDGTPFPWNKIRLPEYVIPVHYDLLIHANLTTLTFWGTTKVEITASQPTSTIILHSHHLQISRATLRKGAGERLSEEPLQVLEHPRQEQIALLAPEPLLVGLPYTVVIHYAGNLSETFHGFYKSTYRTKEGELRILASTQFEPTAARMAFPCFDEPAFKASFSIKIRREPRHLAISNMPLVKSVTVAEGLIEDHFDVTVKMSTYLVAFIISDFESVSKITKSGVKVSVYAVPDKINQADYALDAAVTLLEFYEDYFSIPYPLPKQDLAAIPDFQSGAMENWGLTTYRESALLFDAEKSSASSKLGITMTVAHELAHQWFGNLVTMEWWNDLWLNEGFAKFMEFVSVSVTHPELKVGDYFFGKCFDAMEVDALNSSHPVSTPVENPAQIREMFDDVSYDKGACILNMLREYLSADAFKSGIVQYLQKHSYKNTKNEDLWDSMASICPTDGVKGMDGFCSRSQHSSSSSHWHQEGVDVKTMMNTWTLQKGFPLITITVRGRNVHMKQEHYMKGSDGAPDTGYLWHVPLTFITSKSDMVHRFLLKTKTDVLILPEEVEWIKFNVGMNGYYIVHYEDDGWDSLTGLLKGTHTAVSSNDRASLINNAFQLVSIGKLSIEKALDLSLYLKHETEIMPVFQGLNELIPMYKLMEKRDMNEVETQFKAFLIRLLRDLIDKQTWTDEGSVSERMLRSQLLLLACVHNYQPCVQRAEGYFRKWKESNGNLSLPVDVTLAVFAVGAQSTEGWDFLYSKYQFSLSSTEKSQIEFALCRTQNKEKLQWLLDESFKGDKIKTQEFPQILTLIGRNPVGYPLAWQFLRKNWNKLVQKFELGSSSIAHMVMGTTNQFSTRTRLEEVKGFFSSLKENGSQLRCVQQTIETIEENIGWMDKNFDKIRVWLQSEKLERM
PAX8 reporter: inhibitors of PAX8-driven TPO luciferase reporter, primary screen, RMG-I cells, single concentration; SteadyGlo, 24 h; inhibition, % at 12.6 µM; 360,000 tested, 1.2% active;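 active = mean replicate inhibition at least 60% with every replicate also reaching 60%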;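 also: luciferase light reporting Pax8 driven TPO promoter activity; plate controls were median of neutral control wells for no effect and mitoxantrone controls for full effect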
FN deposit inh: inhibitors of fibronectin matrix deposition, primary screen, AH1F cells, Alexa488-fibronectin fluorescence, plate reader; AH1F fibroblasts, overnight; inhibition, % at 12.6 µM; 350,000 tested, 0.086% active; AID 743247, 2014;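 active = mean inhibition across replicates of 30% or more, regardless of how many single replicates reach that level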;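 also: positive control wells lacked labelled fibronectin entirely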
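Material: AH1F fibroblast monolayer depositing Alexa488-labelled fibronectin into matrix | Input: 10000 AH1F cells/well | Medium: DMEM plus 2% serum, read in PBS | Reagent: Alexa488-fibronectin, 24 nM final in well | Compound dosing: One dose per compound, pinned | Schedule: 1 h adhesion, overnight exposure | Measured by: Fluorescence at 485 nm excitation, 525 nm emission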
EWS-Fli block: EWS/Fli-driven NR0B1 reporter inhibitors, primary screen, A673 cells, NR0B1 luciferase, luminescence, MLPCN library; viability-normalised; inhibition, % at 12.6 µM; 350,000 tested, 0.67% active; AID 651661, 2012;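 active = mean inhibition of at least 50% after viability correction, with every replicate also passing that limit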;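 also: firefly luciferase signal divided by Alamar Blue viability fluorescence both relative to DMSO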
LGR2 antag: inhibitors of bursicon-induced LGR2 CRE-luciferase signal, primary screen, cell-based, HEK293, CRE-luciferase reporter, bursicon stimulation; bursicon-stimulated, 4 h; 380,000 tested, 0.35% active; inhibition, % at 9.99 µM; Drosophila bursicon receptor LGR2 (rickets);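 active = drop in luminescence signal, shown as inhibition above about 50% in the replicate tests, limit read from the data, passing the limit was not always enough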;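 also: agonist challenge used bursicon conditioned medium at about half maximal strength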
S100A4 MyoIIA: inhibitors of S100A4-myosin IIA peptide binding, primary screen, biochemical, fluorescence polarization, TAMRA-MyoIIA peptide; Protein S100-A4 (Homo sapiens), P26447; inhibition, % at 10.7 µM; 360,000 tested, 0.14% active; AID 652163, 2013;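 active = mean inhibition of at least 70% across replicates, with every replicate also reaching that level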
Target sequence (P26447 whole entry, looked up): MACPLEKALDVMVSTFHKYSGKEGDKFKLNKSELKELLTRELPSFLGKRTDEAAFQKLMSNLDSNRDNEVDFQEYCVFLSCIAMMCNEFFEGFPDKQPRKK
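Test system: S100A4 monomer protein; Medium: HEPES pH 7.2 with CaCl2, KCl, NaCl, DTT, Triton; Probe or stimulus: TAMRA-labelled myosin IIA heavy-chain peptide probe, 5 nM; Doses: one dose per compound; Times: polarization read 5 min after assay mix addition, stable 5–60 min; Benchmarks: neutral control DMSO, positive control TFP.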
PGC1a acetyl inh: inhibitors of PGC1a acetylation signal, primary screen, cell-based, U2OS, AlphaScreen, inhibitor mode; AlphaScreen anti-acetyl-lysine; with virally co-expressed GCN5 acetyltransferase; inhibition, % at 15.6 µM; 350,000 tested, 0.17% active; AID 651687, 2012;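 active = every replicate shows inhibition of at least 40%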;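 also: 0% = neutral control wells and 100% = positive control wells; some results beyond the cut were filed as inactive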
Active calls of the source: *; . = not tested or not shown; & = joins results of further samples.

Each structure is followed by: PglD DTNB | ERAP1 HTS inh | PAX8 reporter | FN deposit inh | EWS-Fli block | LGR2 antag | S100A4 MyoIIA | PGC1a acetyl inh
1) COc1ccccc1CN1[C@@H]2c3ccc(C4=CCCCC4)c(=O)n3C[C@H]1[C@H](CO)[C@H]2C(=O)N(C)C
 : -1 | 0 | . | . | 5 | 8 | 0 | .
2) COc1ccc(NC(=O)Nc2ccc3c(c2)C(=O)N([C@H](C)CO)C[C@H](C)[C@H](CN(C)Cc2ccc(C(F)(F)F)cc2)O3)cc1
 : -3 | 1 | 37 | . | -2 | 23 | 0 | -3
3) COc1ccc(S(=O)(=O)Nc2ccc3c(c2)C(=O)N([C@@H](C)CO)C[C@H](C)[C@@H](CN(C)C(=O)Cc2ccccc2)OCCCC[C@H](C)O3)cc1
 : 4 | -2 | 16 | . | 4 | 5 | -2 | -2
4) O=C(/C=C/c1cccc(O)c1)c1cccnc1
 : . | 2 | -2 | -1 | 2 | 6 | -11 | .
5) CC(NC(=O)c1cccc(S(=O)(=O)N(C)C)c1)c1nc2ccccc2[nH]1 (stereo unspecified)
 : . | -3 | -3 | 3 | 3 | -13 | 1 | 6
6) COCC(=O)N1C[C@H](C)[C@H](OC)CN(C)C(=O)c2cc(NC(=O)NC(C)C)ccc2OC[C@H]1C
 : 1 | 1 | 5 | -6 | 8 | 2 | 1 | -4
7) CCCCCC(=O)Nc1cccc(C2=NOC3(C2)C[C@@H](C(N)=O)N(C(=O)c2cc([N+](=O)[O-])cc([N+](=O)[O-])c2)C3)c1 (stereo partly specified)
 : 1 | -2 | 24 | -5 | -17 | -5 | -1 | -1
8) Cc1cccc(C)c1N1CCN(C(=O)Cn2cncn2)CC1
 : -1 | 1 | 2 | 4 | -4 | 9 | -21 | 3
9) CC(C)N(C(=O)/C=C/c1cccc([N+](=O)[O-])c1)C(C)C
 : 0 | -1 | 2 | -8 | 6 | 8 | 5 | -8
10) CCCNC(=O)CSc1nnc(-c2ccc(F)cc2)o1
 : . | 1 | 7 | 6 | 7 | -13 | 0 | .
11) COc1cc(Cl)ccc1NC(=S)N(CCN(C)C)C(C)c1ccncc1 (stereo unspecified)
 : 2 | -6 | -10 | 4 | -2 | -8 | 17 | -8
12) O=C(CCNC(=O)c1ccco1)Nc1ccccc1
 : 2 | 1 | -5 | -18 | -4 | -1 | -2 | -10
13) CCOC(=O)C1CCN(S(=O)(=O)c2ccc3c(c2)NC(=O)C(C)S3)CC1 (stereo unspecified)
 : 0 | -3 | 0 | -8 | . | 4 | -2 | -1
14) O=C1NC(=S)CN1c1ccccc1
 : . | . | 6 | -2 | 1 | 4 | -8 | .
15) COc1ccc(Br)cc1/C=N/Nc1ccccn1
 : 3 | 1 | 26 | 11 | 15 | -14 | -4 | .
16) COc1ccc(CNC(=O)c2cccc(S(=O)(=O)N3CCN(c4ccc(F)cc4)CC3)c2)cc1
 : 1 | -1 | 52 | 4 | 22 | 6 | -4 | .
17) C=CCN1C(=O)c2ccc(C(=O)OCC(=O)N(CC)c3c(N)n(Cc4ccccc4)c(=O)[nH]c3=O)cc2C1=O
 : 3 | 0 | -9 | 4 | -3 | -5 | -10 | -2
18) S=c1nc(Cc2ccccc2)[nH]c2ccccc12
 : 8 | -3 | 19 | -3 | -53 | 7 | -1 | .
19) O=c1[nH]c2ccc(S(=O)(=O)N3CCCCC3)cc2s1
 : -2 | 3 | 1 | 0 | -1 | 8 | 3 | 8
20) CCCNC(=O)N1C[C@H](C)[C@H](OC)CN(C)C(=O)c2ccc(NC(=O)C3CCC3)cc2OC[C@H]1C
 : 0 | . | -6 | 1 | 2 | -9 | -45 | -1
21) S=c1[nH]nc(COc2ccccc2)n1/N=C/c1cccc(Cl)c1Cl
 : -6 | -2 | -11 | 5 | 3 | 5 | 0 | 2
22) C/C(=N\NC(=O)c1cccc(Br)c1)c1ccccn1
 : -3 | 5 | 12 | 2 | -15 | -9 | -4 | .
23) O=C(CCCCCn1c(=S)[nH]c2ccc(N3CCOCC3)cc2c1=O)NCc1ccccc1
 : 4 | 6 | -17 | 4 | 4 | -8 | -16 | .
24) Cc1c(C(=O)NC2CCS(=O)(=O)C2)oc2ccccc12 (stereo unspecified)
 : -1 | -2 | -21 | 2 | 1 | 18 | -2 | 7
25) C[C@H]1CN([C@@H](C)CO)C(=O)CCCn2nncc2CO[C@@H]1CN(C)S(C)(=O)=O
 : . | . | 1 | -3 | 0 | 3 | . | -4
26) CCCNC(=O)C[C@@H]1CC[C@H]2[C@H](COc3ccc(NC(=O)COC)cc3C(=O)N2C)O1
 : 0 | . | -5 | 0 | -10 | -2 | . | -10
27) CCOC(=O)c1ccc(-n2ccnc2)c(NC(=O)c2ccc(C(C)(C)C)cc2)c1
 : . | . | 2 | -4 | . | -7 | . | 3
28) COc1ccccc1NC(=O)N[C@@H]1CC[C@@H](CCn2cc(-c3ccccc3)nn2)O[C@@H]1CO
 : 0 | -2 | -1 | . | -3 | -38 | -3 | -7
29) O=C(OCC1OC(Oc2ccc(O)cc2)C(O)C(O)C1O)c1ccccc1 (stereo unspecified)
 : -1 | 6 | . | . | -7 | . | -2 | 8
30) C[C@H]1CN([C@@H](C)CO)C(=O)c2cccc(NC(=O)CCCCCC(=O)Nc3ccccc3N)c2O[C@H]1CN(C)S(C)(=O)=O
 : . | -1 | -13 | . | 0 | -30 | -5 | -7
31) COCC(=O)Nc1ccc2c(c1)OC[C@H](C)NC[C@@H](C)[C@H](OC)CN(C)C2=O
 : 4 | -1 | -9 | -8 | -11 | -4 | 4 | .
32) O=C(COc1ccc2ccc(=O)oc2c1)NCCCn1ccnc1
 : 1 | -2 | -9 | -11 | 7 | 4 | -2 | 2
33) O=C(CNC(=S)N(CCCN1CCOCC1)Cc1cccs1)NC1CCCC1
 : -3 | 1 | 10 | 4 | -4 | 9 | -4 | 1
34) COc1ccc(CNC(=O)CCCn2ccc3cc(S(=O)(=O)N4CCCC4)ccc32)cc1
 : -3 | 0 | 34 | 2 | 41 | 9 | 9 | -4
35) O=C1CN(Cc2ccccc2)C[C@@H]2[C@H](c3ccc(Br)cc3)[C@H](CO)N12
 : . | 4 | 3 | . | -6 | 6 | -3 | -9
36) C=CCn1cc(F)c(=O)n(CC=C)c1=O
 : -1 | 1 | 0 | -5 | 5 | 10 | -1 | -13
37) O=C(NCCC1=CCCCC1)C1CCC(CNc2c(N3CCCC3)c(=O)c2=O)CC1 (stereo unspecified)
 : . | -3 | 10 | 14 | 7 | 3 | 1 | 4
38) COc1ccc(CC(=O)OCC(=O)c2ccc[nH]2)cc1
 : 2 | 2 | -12 | 6 | -9 | -32 | 2 | 8
39) Cn1c(=O)n(C)c2cc(NC(=O)c3ccc(F)cc3)c(Br)cc21
 : -9 | -2 | 3 | -6 | 10 | 4 | -2 | -16
40) CO[C@H](CN(C)S(=O)(=O)c1ccc(Cl)cc1)[C@@H](C)CN(C(=O)Nc1ccccc1F)[C@H](C)CO
 : 0 | 0 | . | 2 | -11 | 8 | -1 | 6
41) O=C(Nc1ccccc1)OCCNC1CCCCC1
 : . | 1 | -10 | -11 | 9 | -10 | 6 | .
42) COC(=O)C(C)Oc1ccc(Cl)c(CN2OCC(C)(C)C2=O)c1 (stereo unspecified)
 : -2 | -1 | -2 | -5 | -3 | . | 5 | .
43) O=C(C1CCC(=O)N(C2CC2)C1)N1CCC(Oc2cccc(C(F)(F)F)c2)CC1 (stereo unspecified)
 : -5 | -6 | -4 | 6 | -17 | -5 | -4 | 0
44) Cc1ccc(S[C@]2(C(=O)NC3CC3)CC(=O)N(C3CCCCC3)[C@@H]2c2ccc(CO)cc2I)cc1
 : -5 | -2 | 3 | . | 10 | . | 3 | -1
45) CCc1oc2ccccc2c1C(=O)c1cc(Br)c(O)c(Br)c1
 : 2&-3 | 1 | -12 | -2 | -5 | 38 | -1&-9 | -3
46) COC(=O)c1ccccc1NC(=O)c1cc(C2CC2)on1
 : 1 | 2 | -3 | -8 | -40 | -28 | -2 | 1
47) C[C@H](CO)N1C[C@H](C)[C@@H](CN(C)C)Oc2c(NC(=O)Nc3ccccc3)cccc2C1=O
 : 1 | -8 | -5 | -10 | 2 | 7 | 0 | 8
48) C[C@H](CO)N1C[C@H](C)[C@@H](CN(C)C(=O)Nc2ccc(F)cc2)OCCCC[C@H](C)Oc2ccc(NS(C)(=O)=O)cc2C1=O
 : -2 | 1 | 12 | . | 6 | -11 | 13 | .
49) O=C(c1cc(F)ccc1F)C1CCCN(C(=O)c2ccc(F)cc2Cl)C1 (stereo unspecified)
 : 5 | -1 | 6 | -8 | -6 | 17 | -1 | 2
50) CN1C(=O)c2cc(NS(=O)(=O)c3ccc(Cl)cc3)ccc2OC[C@@H]2O[C@H](CC(=O)N3CCc4ccccc4C3)CC[C@@H]21
 : 0 | -1 | 61* | -3 | 8 | 23 | 1 | 0
51) O=C(NCc1ccccc1)c1ccccc1C(=O)c1ncc[nH]1
 : . | 4 | -6 | 1 | -11 | -1 | 9 | 2
52) Cc1c(C(=O)N2CCN(CC(=O)Nc3ccccc3Cl)CC2)oc2ccc(Br)cc12
 : -4 | 1 | -16 | 0 | 8 | -11 | -18 | 2
53) CCOC(=O)C(C)(C)Oc1cccc2c1S(=O)(=O)c1ccccc1-2
 : 1 | . | -20 | -3 | 5 | -6 | 2 | -3
54) CN(Cc1ccccc1)C(=O)c1ccccc1NC(=O)c1ccccc1
 : -4 | -1 | . | . | 0 | 1 | 4 | 2
55) COc1ccc(/C=N/NC(=O)c2ccncc2)cc1CN1CCN(c2ccc(F)cc2)CC1
 : -1 | 5 | 20 | 6 | -5 | -13 | -6 | 1
56) COC(=O)N1CCc2c(sc(NC(=O)C3=COCCO3)c2C#N)C1
 : 0 | 7 | -12 | 16 | 47 | -10 | -2 | .
57) C#CCOC(=O)CCCNc1ccc([N+](=O)[O-])cc1[N+](=O)[O-]
 : -4 | . | 3 | -7 | . | . | . | -1
58) COCC(=O)Nc1ccc2c(c1)OC[C@H](C)N(C(=O)COC)C[C@@H](C)[C@@H](OC)CN(C)C2=O
 : -4 | 1 | -3 | 3 | 3 | -1 | 4 | 5
59) Cc1cccc(-n2c(SCc3ccc([N+](=O)[O-])cc3)nnc2-c2c[nH]c3ccccc23)c1
 : . | -5 | 51 | -8 | 8 | 2 | -3 | .
60) CN(C(=O)Nc1ccccc1)C1CCCCC1
 : 0 | 0 | -1 | -5 | -11 | -21 | 4 | .
61) Cc1c(C(=O)NCc2ccccc2)sc(=O)n1Cc1ccccc1F
 : -1 | . | 0 | 2 | -4 | -2 | 11 | .

Pulled by structure from the list above (two):
Each structure is followed by: PglD DTNB | ERAP1 HTS inh | PAX8 reporter | FN deposit inh | EWS-Fli block | LGR2 antag | S100A4 MyoIIA | PGC1a acetyl inh
56) COC(=O)N1CCc2c(sc(NC(=O)C3=COCCO3)c2C#N)C1
 : 0 | 7 | -12 | 16 | 47 | -10 | -2 | .
2) COc1ccc(NC(=O)Nc2ccc3c(c2)C(=O)N([C@H](C)CO)C[C@H](C)[C@H](CN(C)Cc2ccc(C(F)(F)F)cc2)O3)cc1
 : -3 | 1 | 37 | . | -2 | 23 | 0 | -3

Assay outcomes (PubChem BioAssay)
